KCNQ1 block: inhibitors of human KCNQ1 channel, primary screen, cell-based, thallium flux, high-throughput; Potassium voltage-gated channel subfamily KQT member 1 (Homo sapiens), P51787; CHO-K1 KCNQ1, FluxOR thallium flux fluorescence; active compounds read high; B-score at 10 µM; 1.3% of 310,000 active;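 active means compounds whose thallium flux B-score, printed positive for inhibition, exceeds three library SD while starting fluorescence stays within three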;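 further: channel opened by potassium depolarization with thallium stimulus after 20 min compound exposure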
KCNK9 inh: KCNK9 potassium channel inhibitors, primary screen, HEK293 cells, thallium flux; FluxOR thallium flux fluorescence; active compounds read low; B-score at 10 µM; 1.2% of 310,000 active; AID 488922, 2010;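 active means ratio B-score over 3 SD below the library mean, with starting fluorescence within 5 SD of its mean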;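 further: negative B-score means less thallium flux so channel inhibition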
KCNQ1 pot: potentiators or activators of KCNQ1 channel, primary screen, cell-based, thallium flux, high-throughput; Potassium voltage-gated channel subfamily KQT member 1 (Homo sapiens), P51787; 0.35% of 310,000 active; AID 2648, 2010; CHO-K1 KCNQ1, thallium flux FluxOR fluorescence; active compounds read high; B-score at 10 µM;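 active means fluorescence ratio B-score, a plate-corrected score, at least three library SD, with initial intensity B-score within 5 SD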
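Assay system: stable KCNQ1 CHO-K1 line; medium: assay buffer, equal DMSO in all wells; timing: 90 min dye loading and 20 min compound exposure, both at room temperature; technique: kinetic FluxOR thallium fluorescence, 10-s 1-Hz baseline, 110-s post-stimulus read; read-out basis: B score of baseline-normalized fluorescence ratio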
TRPC4 PAM: positive allosteric modulators of TRPC4, primary screen, cell-based, mouse TRPC4beta, HEK293 mu-opioid, Fluo-4 calcium. Short transient receptor potential channel 4 (Mus musculus), Q9QUQ5. DAMGO EC20, Fluo-4 Ca2+ flux; active compounds read high. B-score at 10 µM. 0.42% of 310,000 active. AID 2227, 2009;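 active means B-score of calcium response area above 5 SD of library B-scores, with initial fluorescence ratio within 5 SD of library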;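 further: B-score of integrated fluorescence ratio over time as area under calcium response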
Target sequence (Q9QUQ5 whole entry, looked up): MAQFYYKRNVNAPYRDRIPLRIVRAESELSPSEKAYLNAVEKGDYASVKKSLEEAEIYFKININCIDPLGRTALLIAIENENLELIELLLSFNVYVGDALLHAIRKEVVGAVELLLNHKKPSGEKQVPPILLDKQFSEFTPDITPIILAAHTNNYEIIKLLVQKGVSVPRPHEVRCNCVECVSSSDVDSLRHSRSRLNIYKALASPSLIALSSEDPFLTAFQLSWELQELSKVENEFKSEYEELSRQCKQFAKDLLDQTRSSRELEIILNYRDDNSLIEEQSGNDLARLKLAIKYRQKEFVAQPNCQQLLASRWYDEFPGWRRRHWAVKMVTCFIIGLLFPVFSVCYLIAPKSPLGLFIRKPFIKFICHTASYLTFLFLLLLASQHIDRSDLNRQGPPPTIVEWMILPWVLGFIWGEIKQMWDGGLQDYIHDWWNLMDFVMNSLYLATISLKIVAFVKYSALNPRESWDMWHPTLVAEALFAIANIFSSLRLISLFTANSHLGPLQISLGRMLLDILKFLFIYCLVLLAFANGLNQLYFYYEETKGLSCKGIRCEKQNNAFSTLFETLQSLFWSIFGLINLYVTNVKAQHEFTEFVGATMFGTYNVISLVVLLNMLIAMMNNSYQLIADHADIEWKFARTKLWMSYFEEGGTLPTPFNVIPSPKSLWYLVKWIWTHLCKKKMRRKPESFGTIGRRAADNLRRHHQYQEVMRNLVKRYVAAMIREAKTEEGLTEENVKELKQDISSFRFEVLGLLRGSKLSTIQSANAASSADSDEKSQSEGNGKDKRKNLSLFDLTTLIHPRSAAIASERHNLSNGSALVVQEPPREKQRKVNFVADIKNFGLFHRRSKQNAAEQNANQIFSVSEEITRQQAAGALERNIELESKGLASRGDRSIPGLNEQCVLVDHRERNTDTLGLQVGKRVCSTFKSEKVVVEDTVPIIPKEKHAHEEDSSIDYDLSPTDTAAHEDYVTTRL
hERG protect: hERG rescue from dofetilide block, primary screen, cell-based, CHO-hERG, FluxOR thallium flux, dofetilide IC70. Voltage-gated inwardly rectifying potassium channel KCNH2 (Homo sapiens), Q12809. dofetilide IC70 present. activation (rescue from dofetilide block), less the hit threshold, % at 10 µM. 0.51% of 310,000 active. AID 1511, 2009;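 active means activation above the mean of controls blocked by dofetilide plus 5 SD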;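 further: thallium influx through hERG after potassium depolarization seen as dye fluorescence rise; in these data hits start at about 4.7%; inactives centre near -7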
TRPC4 inh: inhibitors of mouse TRPC4 channel, primary screen, Fluo4 calcium, HEK293 TRPC4beta/mu-opioid cells | Short transient receptor potential channel 4 (Mus musculus), Q9QUQ5 | DAMGO-evoked Fluo4 calcium flux; active compounds read low | B-score at 10 µM | 0.39% of 300,000 active | AID 2247, 2010;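 active means B-score over 3 SD under the library average, no early fluorescence shift, positive overall ratio signal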
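Assay system: TRPC4beta/mu-opioid receptor HEK293 cell line; compound dosing: single concentration per test compound; detection: Fluo4 Ca2+ flux fluorescence; evaluation: per-well B score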
Platelet DG rel: inhibitors of platelet dense granule secretion, primary screen, cell-based, MLPCN, human platelets. human platelet-rich plasma, SFLLRN dense granule ATP release, luminescence. inhibition, %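 (compounds screened at 7.5 µM in platelet-rich plasma)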. 0.22% of 300,000 active. AID 1663, 2009;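 active means mean replicate score, as percent of positive control, at or above 50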
Dyrk1A ADPGlo: rat Dyrk1A kinase inhibitors, primary screen, biochemical, single point, plate reader | Dual specificity tyrosine-phosphorylation-regulated kinase 1A (Rattus norvegicus), Q63470 | ADP-Glo luminescence, NFATc1 peptide | inhibition, % at 12.5 µM | 0.43% of 310,000 active | AID 504441, 2011; in the data active means inhibition above about 50%;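 further: plate controls were vehicle with enzyme for no effect and no enzyme for full effect; many of its hits are not listed in these tables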
TRPC4 agonist: activators of mouse TRPC4 channel, primary screen, Fluo4 calcium, HEK293 TRPC4beta/mu-opioid cells. Short transient receptor potential channel 4 (Mus musculus), Q9QUQ5. Fluo4 calcium fluorescence; active compounds read high. B-score at 10 µM. 0.49% of 310,000 active;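 active means B-score above 5 SD of library B-scores, and initial fluorescence ratio not above library mean plus 5 SD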;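 further: positive B-score marks a calcium rise read as TRPC4 activation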
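Material: HEK293 stable line with TRPC4beta plus mu-opioid receptor; technique: Fluo4 calcium-sensitive dye fluorescence, kinetic, 1 Hz baseline; timing: Fluo4 dye loading 45 min at room temperature, 110 s recording; controls: assay buffer as low control, maximal DAMGO as high control; read-out: integrated baseline-normalised fluorescence ratio, converted to per-well B score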
KCNK3 block: human KCNK3 channel inhibitors, primary screen, CHO cells, FluxOR thallium flux, B-score; Potassium channel subfamily K member 3 (Homo sapiens), O14649; FluxOR fluorescence; active compounds read low; B-score at 10 µM; 0.84% of 340,000 active; AID 602410, 2012;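 active means B-score under library mean minus 4 SD, starting fluorescence ratio at most library mean plus 5 SD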;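 further: more negative B-score means stronger inhibition of thallium flux through KCNK3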
PolyA inh: polyadenylation inhibitors in yeast reporter cells, primary screen, luminescence, S. cerevisiae. calls only at 12 µM. S. cerevisiae SKY197-pL101 polyadenylation reporter, beta-gal luminescence; efflux-impaired pdr1/pdr3 knockout yeast; score 100 = 6 SD above DMSO. AID 1875, 2009. 0.02% of 300,000 active;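 active means lowest replicate activity score at least 50, where 100 means six control SD above control mean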;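 further: yeast exposed to compound for 9 h at 30 °C; higher score means more reporter readthrough which indicates perturbed polyadenylation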
The depositor's hits bear a star; i = inactive; nt = not tested or not shown. Not all compounds are listed; count on the stated rates, not on these rows.

compound | KCNQ1 block | KCNK9 inh | KCNQ1 pot | TRPC4 PAM | hERG protect | TRPC4 inh | Platelet DG rel | Dyrk1A ADPGlo | TRPC4 agonist | KCNK3 block | PolyA inh
CC(C)n1c(=S)[nH]c2ccccc2c1=O | i | i | i | i | -7 | i | 6 | 11 | i | i | i
CCOC(=O)c1c(C)[nH]c(C)c1S(=O)(=O)N(C)CC(=O)NCc1cccc(C)c1 | i | i | i | i | -6 | i | -4 | -10 | i | i | i
CCOC(=O)C1=C(C)Nc2ccccc2N=C1N | i | i | i | i | -7 | i | -1 | nt | i | i | i
Cc1no[n+]([O-])c1COc1cccc(/C=C2\N=C(c3ccccc3)OC2=O)c1 | i | i | i | i | -10 | i | 7 | -5 | i | i | i
O=C(COC(=O)/C=C/c1ccc(Cl)cc1)NCCc1ccccc1 | i | i | i | i | -8 | i | -7 | -4 | i | i | i
CC(C)(C)C(=O)N1CCN(CCN2C(=O)c3cccc4cccc(c34)C2=O)CC1 | i | i | i | i | -6 | i | 0 | nt | i | i | i
COc1ccc(CCNC(=O)Cn2nc(C)c3c(C)n(-c4ccccc4)nc3c2=O)c(OC)c1 | i | i | i | i | -4 | i | 11 | nt | i | i | i
CCOC(=O)Cc1csc(NS(=O)(=O)c2cc(Cl)ccc2Cl)n1 | i | i | i | i | -9 | i | 1 | -8 | i | i | i
CCc1ccc(NC(=O)/C(C#N)=C\c2ccc(OC)c(C(=O)O)c2)cc1 | i | i | i | i | -12 | i | 3 | 0 | i | i | i
O=S(=O)(NCC1CCCO1)c1ccc(-c2ccc(Cl)cc2)cc1 (configuration not stated) | i | i | i | i | -11 | i | -5 | -2 | i | i | nt
O=C(NCc1ccco1)/C(=C/c1ccc([N+](=O)[O-])cc1)NC(=O)c1ccco1 | i | i | i | i | -5 | i | -1 | -1 | i | i | i
Clc1ccc(CN2CCCCCCC2)cc1Cl | i | i | i | i | 2 | i | 0 | -1 | i | i | i
O=C(Nc1ccc2oc(-c3cccnc3)nc2c1)c1ccc2c(c1)OCCO2 | i | i | i | i | -11 | i | 1 | 1 | i | i | i
O/N=C(\c1ccc2c(c1)OCCO2)C1CCCCC1 | i | i | i | i | -8 | i | 0 | 0 | i | i | i
O=C(NNC(=S)NCc1ccco1)c1ccc(Cl)s1 | i | i | i | i | -3 | i | -1 | 5 | i | i | i
O=C(NCCCN1CCN(CCCNC(=O)c2ccc3c(c2)OCO3)CC1)c1ccc2c(c1)OCO2 | i | i | i | i | -3 | i | -7 | 8 | 138* | i | i
CCOC(=O)c1cnn2c(C)cc(-c3ccc(F)cc3)nc12 | i | i | i | i | -5 | i | -10 | 3 | i | i | i
COc1cnn(-c2ccc(Br)cc2)c(=O)c1SCc1ccccc1 | i | i | i | i | -5 | i | 19 | -8 | i | i | i
Cc1nn(Cc2ccc(C(=O)Nc3nccs3)cc2)c(C)c1Cl | i | i | i | i | -4 | i | -6 | -3 | i | i | i
COc1c(Cl)ccc(Cl)c1C(=O)NCc1ccco1 | i | i | i | i | -4 | i | 2 | 7 | i | i | i
COC(=O)c1cc(C)sc1NC(=O)CSc1ncccn1 | i | i | i | i | -9 | i | -23 | 3 | i | i | i
COc1ccc(NC(=O)COc2ccc(-c3nn(C)c(=O)c4ccccc34)cc2)cc1 | i | i | i | i | -9 | i | -2 | 7 | i | i | i
Cc1cccn2c(=O)c3cc(C(=O)NCC4CCCO4)c(=N)n(C4CCCCC4)c3nc12 (configuration not stated) | i | i | i | i | -16 | i | 12 | -2 | i | i | i
O=C(Nc1cccc(Cl)c1)Nc1nnc(CSCCOc2ccc(Cl)cc2)s1 | i | i | i | i | -7 | i | -12 | 0 | i | i | i
CC(C)n1c(SCC(=O)NCc2ccco2)nc2c1c(=O)n(C)c(=O)n2C | i | i | i | i | -10 | i | 3 | -5 | i | i | i
Cn1c(CN2CCCCC2)nc2cc(NC(=O)c3cccs3)ccc21 | i | i | i | i | -7 | i | -11 | 0 | i | i | i
Cc1cc(C)c2c(NC(N)=S)n[nH]c2n1 | i | i | i | i | -11 | i | 10 | 43 | i | i | i
COc1cccc2cc(C(=O)N3CCCCC3C)c(=O)oc12 (configuration not stated) | i | i | i | i | -2 | i | 13 | 12 | i | i | i
CCCCc1c(C)nc(N)[nH]c1=O | i | i | i | i | -7 | i | -3 | 2 | i | i | i
O=C(NCCCCc1ccccc1)c1cc([N+](=O)[O-])cc([N+](=O)[O-])c1 | i | i | i | i | -2 | i | 3 | -2 | i | i | i
CC(C)(C)NC(=O)C1CC(=O)N(CCc2ccc(F)cc2)C1 (configuration not stated) | i | i | i | i | -9 | i | 13 | 0 | i | i | i
Cc1noc(C)c1C(=O)OCC(=O)NCCC1=CCCCC1 | i | i | i | i | -8 | i | 2 | -2 | i | i | i
COCCNC(=S)N(CCc1c(C)[nH]c2ccc(F)cc12)Cc1cccnc1 | i | i | i | i | -4 | i | 1 | 7 | i | i | i
Cc1nc(SCC(=O)N2CCN(c3ccccc3)CC2)n[nH]1 | i | i | i | i | -9 | i | -7 | -2 | i | i | i
N#CCCN(Cc1ccccc1)C(=O)Nc1ccc(F)cc1 | i | i | i | i | -8 | i | 2 | 5 | i | i | i
C/C(=N\OC(=O)c1cccc(C)c1)c1sc(-c2ccccc2)nc1C | i | i | i | i | -11 | i | 6 | -4 | i | i | i
CC(C)C(=O)Nc1nnc(SCC(=O)Nc2ccc3c(c2)OCO3)s1 | i | i | i | i | -7 | i | 11 | -75 | i | i | i
O=C(c1ccco1)N1CCN(C(=O)c2ccc(CS(=O)c3ccc(F)cc3)o2)CC1 (configuration not stated) | i | i | i | i | -8 | i | -2 | 6 | i | i | i
COc1ccc(-n2ncc3c(N4CCCCC4)ncnc32)cc1 | i | i | i | i | -16 | i | 12 | 34 | i | i | i
COC(=O)C(Cc1ccccc1)NC(=S)NC(=O)c1ccccc1 (configuration not stated) | i | i | i | i | -9 | i | -3 | nt | i | i | i
Cc1nc(SCc2ccccc2C)n[nH]1 | i | i | i | i | -17 | i | 7 | 1 | i | i | i
CCOc1ccc(S(=O)(=O)Nc2ccc(C(=O)NNC(=O)c3ccncc3)cc2)cc1 | i | i | i | i | -14 | i | 13 | 5 | i | i | i
O=C(Cc1ccc(Cl)cc1)Nc1ccc(S(=O)(=O)Nc2ncccn2)cc1 | i | i | i | i | -4 | i | 13 | 0 | i | i | i
CN(C)n1cnc2ccsc2c1=O | i | i | i | i | -5 | i | -3 | -1 | i | i | i
O=C(CN1CCN(Cc2ccc(Cl)cc2)C1=O)NCCCN1CCOCC1 | i | i | i | i | -15 | i | 14 | -9 | i | i | i
CN(C)/C(=N\OC(=O)c1ccccc1)c1nonc1N | i | i | i | i | -3 | i | 6 | -3 | i | i | i
COCCNC(=O)CCCn1c(=O)c2ccccc2n(CC(=O)NCCC2=CCCCC2)c1=O | i | i | i | i | -10 | i | -4 | -1 | i | i | i
COc1ccc(Cl)cc1S(=O)(=O)n1nnc2ccccc21 | i | i | i | i | -11 | i | -2 | 2 | i | i | i
Cc1nc(C(=O)NCCC(C)C)sc1C1(C)CC(c2ccccc2)=NO1 (configuration not stated) | i | i | i | i | -7 | i | -2 | 7 | i | i | i
O=C(CSC1=Nc2ccccc2C2=NC(Cc3c[nH]c4ccccc34)C(=O)N12)NC1CCCCC1 (configuration not stated) | i | i | i | i | -10 | i | 0 | 2 | i | i | i

Additional structures follow.
compound | KCNQ1 block | KCNK9 inh | KCNQ1 pot | TRPC4 PAM | hERG protect | TRPC4 inh | Platelet DG rel | Dyrk1A ADPGlo | TRPC4 agonist | KCNK3 block | PolyA inh
COC(=O)NCC(c1cccnc1)N1CCN(c2ccccc2OC)CC1 (configuration not stated) | i | i | i | i | -2 | i | -3 | 0 | 69* | i | i
O=C(N/N=C/c1ccc2c(c1)OCO2)c1ccc(NC(=O)c2ccc(F)cc2)cc1 | i | i | i | i | -10 | i | 0 | 1 | i | i | i
COc1ccc(-c2c3c(cc(C)[n+]2[O-])oc2ccc(OC)cc23)cc1 | i | i | i | i | -9 | i | -7 | 45 | i | i | i
Cc1ccc(-c2nnc(-c3cccc(Br)c3)o2)cc1 | i | i | i | i | -3 | i | 5 | -1 | i | i | i
Cc1nc2c(C(=O)NCc3ccco3)cnn2c(C)c1Cc1ccc(F)cc1Cl | i | i | i | i | -11 | i | -3 | 1 | i | i | i
O=C(NNc1cccc(Cl)n1)C(F)(F)F | i | i | i | i | 1 | i | -4 | -2 | i | i | i
O=C(CCS(=O)(=O)c1ccc(Cl)cc1)NCCc1c[nH]c2ccccc12 | i | i | i | i | -10 | i | -2 | -2 | i | i | i
Cc1ccccc1CN(c1ccc(C(N)=O)cc1)S(C)(=O)=O | i | i | i | i | -7 | i | -2 | 3 | i | i | i
Cc1nc(-c2cccc(S(=O)(=O)N3CCOCC3)c2)cs1 | i | i | i | i | -6 | i | 1 | 3 | i | i | i
Cc1c(Cl)c(-c2n[nH]c(=S)n2-c2ccccc2)nn1C | i | i | i | i | -6 | i | -6 | nt | i | i | i
O=c1c2ccccc2nc2n1CCC2 | i | i | i | i | -12 | i | 5 | nt | i | i | i
Nc1ccc(-c2nc3ncccc3o2)c(O)c1 | i | i | i | i | -5 | i | -2 | -1 | i | i | i
O=C(c1ccco1)N(Cc1nc2ccccc2c(=O)[nH]1)C1CCCC1 | i | i | i | i | -3 | i | 0 | 9 | i | i | i
COc1ccc2c(O)c(-c3c(C)cc(C)cc3C)c(=O)[nH]c2c1 | i | i | i | i | -8 | i | 7 | nt | i | i | i
O=C(NC(=S)Nc1ccc(Br)cn1)c1cncc(Br)c1 | i | i | i | i | 0 | i | 2 | -5 | i | i | i

Source: PubChem (several laboratories)
